WT yeast gro inh: growth inhibition of WT yeast, mitochondrial fusion screen | mitochondrial fusion phenotypic screen, WT strain | inhibition, % at 10 µM | hit rate 2.1% among 190,000 | AID 1362; in the data active means inhibition above about 58%; tested in S. cerevisiae
PMI inhibition: MPI inhibition at elevated mannose 6-phosphate – biochemical, fluorescence intensity, high mannose 6-phosphate, primary screen (AID 1220) | recombinant PMI enzyme, coupled fluorescence intensity; higher % means a stronger effect | hit rate 0.66% among 190,000 | inhibition, % at 20 µM; hits with a dose series show IC50 in µM
PMI inhibitors: MPI enzyme activity inhibition – biochemical, fluorescence intensity, coupled assay, primary screen (AID 1209); hit rate 0.42% among 190,000; inhibition, % at 20 µM; hits with a dose series show IC50 in µM; purified PMI enzyme, coupled fluorescence intensity; higher % means a stronger effect;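 further: plate controls were DMSO vehicle for no effect and wells lacking substrate for full effect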
XIAP antagonists: XIAP antagonists, biochemical, IAP family, fluorescence polarization (AID 1018) | XIAP BIR domain, fluorescence polarization peptide displacement; higher % means a stronger effect | displacement, % at 20 µM; hits with a dose series show IC50 in µM | hit rate 0.007% among 200,000; in the data active means displacement above about 50%; further: a part of the inactive calls stands beside numbers as strong as those of hits
Yfh1-depleted yeast: enhancers of respiration in Yfh1-depleted yeast, dose response, Friedreich's ataxia, plus single-dose screen (AID 1465); S. cerevisiae Yfh1-off respiration, WST-1 reduction, 72 h; higher fold induction means a stronger effect; fold induction at 50 µM; hits with a dose series show EC50 in µM; hit rate 0.074% among 220,000;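 active means fold induction of absorbance versus untreated yeast above a set limit, then at least 30% activation at any dose in follow-up; inconclusive means repeats straddling the limit, or above it without dose testing; inactive means fold induction below the set limit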;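 further: activators that raise dye reduction in frataxin-depleted yeast; strong numbers were not always called active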
P. falciparum M17LAP: P. falciparum M17LAP inhibitors, primary screen, biochemical, fluorogenic H-Leu-NHMec substrate, 1536-well (AID 1619); hit rate 0.38% among 220,000; recombinant M17LAP, H-Leu-NHMec fluorogenic kinetic assay; higher % means a stronger effect; inhibition, % at 30 µM, or IC50 in µM where a hit was titrated;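 active means compound inhibiting the enzyme by more than half at any dose during confirmatory dose-response retesting; inconclusive means strong single-dose inhibitors picked by rank but not retested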;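 further: plate controls were full reaction with DMSO carrier for no effect and no enzyme background for full effect; strong numbers were not always called active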
TNAP activation fold: stimulation of alkaline phosphatase TNAP activity – biochemical, luminescent, no phosphate acceptor, uHTS, primary screen (AID 1001) | purified TNAP, luminescent activation assay, no phosphate acceptor; higher activation fold means a stronger effect | activation fold at 20 µM, or EC50 in µM where a hit was titrated | hit rate 0.03% among 200,000; in the data active means activation fold from about 3, or a potency from the dose series; inactive means the rest, 99 in 100 with activation fold below about 1.6; further: many of its hits are not listed in these tables
LYP phosphatase: inhibitors of LYP phosphatase, biochemical, fluorescence intensity, uHTS (AID 1779); recombinant LYP phosphatase, fluorescence intensity; higher % means a stronger effect; one-dose inhibition, % at 11.5 µM; IC50 in µM for titrated hits; hit rate 0.054% among 290,000;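 further: plate controls were vehicle with enzyme for no effect and no enzyme for full effect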
P. falciparum M1AAP: P. falciparum M1AAP inhibitors, biochemical, fluorogenic H-Leu-NHMec substrate, 1536-well (AID 1445) | recombinant M1AAP, H-Leu-NHMec fluorogenic kinetic assay; higher % means a stronger effect | one-dose inhibition, % at 30 µM; IC50 in µM for titrated hits | hit rate 0.42% among 220,000;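 active means primary inhibition above the hit cutoff, then over 50% inhibition at one or more dose response concentrations, cut at about 23% in these data, passing the limit was not always enough; inconclusive means conflicting primary data, or primary hits not chosen for dose response; inactive means low primary inhibition, or under 50% at every dose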;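 further: plate controls were DMSO full reaction for no effect and no enzyme background for full effect; strong numbers were not always called active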
WT yeast gro inh mutant strain: recorded beside WT yeast gro inh, whose call it bears; inhibition, %; mitochondrial fusion phenotypic screen, mutant strain inhibition
Numbers without * were called inactive; i = inactive; ? = inconclusive; · = not tested or not shown. Unless noted, no stated cut-off is given here; in the data, active means inhibition above about 50%; inactive means the rest. An unsorted share of the library. Share with any hit: about 3.7%.

Results follow in this order: WT yeast gro inh | WT yeast gro inh mutant strain | PMI inhibition | PMI inhibitors | XIAP antagonists | Yfh1-depleted yeast | P. falciparum M17LAP | TNAP activation fold | LYP phosphatase | P. falciparum M1AAP
- Cc1cccc(S(=O)(=O)c2c(N)n(/N=C/c3ccccc3)c3nc4ccccc4nc23)c1
 : -11 | 7 | 11% | 12% | -0.4% | i | -5% | 1 | 0% | 11%
- CO/N=C/NC(=O)c1cn(-c2ccc(F)cc2)c(=O)c2ccccc12
 : -5 | -5 | -1% | 4% | -2.9% | i | -9% | 1.1 | -1% | 7%
- FCCCOc1ccc(-c2nccc(-c3ccc(F)cc3)n2)cc1
 : 42 | 48 | 14% | 11% | -4.3% | i | -8% | 1.1 | -7% | 6%
- COc1ccccc1C(=O)ON=C1c2ccccc2-c2ccccc21
 : 52 | 12 | 15% | 28% | 33% | i | -2% | 1.2 | -1% | 4%
- CC(O)CNc1nc2c(c(=O)n(C)c(=O)n2C)n1Cc1cccc(C(F)(F)F)c1 (stereo not given)
 : 8 | 13 | 14% | 13% | 0.4% | i | 4% | 1.1 | -6% | 6%
- Nc1nnc(CSCc2ccc(Cl)cc2Cl)s1
 : 10 | 14 | 11% | 7% | -16% | i | 7% | 1.1 | -4% | 1%
- CCOC(=O)c1cc(C)n(Cc2cccc(OC)c2OC)c1C
 : 24 | 39 | 6% | 7% | -3.2% | i | -2% | 1 | -3% | 3%
- Cc1cc(C(=O)Oc2cccnc2)ccc1[N+](=O)[O-]
 : 0 | 12 | 2% | 9% | -2.8% | i | 2% | 1.2 | -9% | -3%
- CC(C(=O)NC1C(=O)N2C(C(=O)O)=C(CSc3nnnn3C)CSC12)n1cc(Br)cn1 (stereo not given)
 : 3 | 4 | 0% | 7% | -7.4% | i | 15% | 1.1 | -9% | 9%
- Cc1ccc(NC(=O)CNc2ccc(N3CCOCC3)cc2)cc1S(=O)(=O)N(C)C
 : -7 | -9 | 5% | 3% | -3.5% | i | 3% | 1.1 | -3% | -4%
- OCCC1CN(Cc2c(F)cccc2Cl)CCN1C1CCCCC1 (stereo not given)
 : -2 | 10 | -2% | 3% | -1.8% | i | -5% | 1 | -7% | -1%
- O=S1(=O)C[C@@H](O)[C@@H](Nc2ccccc2)C1
 : · | · | · | · | · | i | -7% | · | -11% | 3%
- O=C1C2C3C=CC(C3=C(c3ccccc3)c3ccccc3)C2C(=O)N1CCO (stereo not given)
 : 27 | 13 | 14% | 15% | -7.4% | i | 3% | 1 | -1% | 2%
- O=C(N/N=C/c1ccc([N+](=O)[O-])cc1)c1c[nH]c2ccccc12
 : -8 | 15 | 2% | 2% | -4.9% | i | 9% | 1 | 0% | ?
- CC1C2CC(C/C2=N/NC(=O)c2cccs2)C1(C)C (stereo not given)
 : 6 | 5 | 22% | 17% | -9.1% | i | 7% | 1 | -10% | 11%
- NS(=O)(=O)c1ccc(CCNC(=O)Cc2ccc(S(=O)(=O)N3CCCC3)s2)cc1
 : · | · | · | · | · | i | 42% | · | -6% | 8.9µM*
- Cc1ccc(-n2nnc3c(SCC(=O)NCc4ccco4)ncnc32)cc1
 : -2 | -19 | 33% | 11% | -3.1% | i | -5% | 1.1 | 4% | 12%
- Cc1cc(C)n2cc(CSc3nnc(-c4ccccc4)o3)nc2n1
 : -7 | 5 | 2% | -1% | -2.0% | i | 6% | 1 | -9% | 1%
- CCOC(=O)C1=C(C)Nc2nc3ccccc3n2C1c1ccc(O)cc1 (stereo not given)
 : · | · | · | · | · | i | 13% | · | -8% | -1%
- COCc1nnc(NS(=O)(=O)c2ccc(C)cc2)s1
 : -18 | -19 | -16% | -6% | 0.4% | i | 5% | 1.1 | 4% | -2%
- COc1ccc(NC(=S)N(Cc2cccc(Br)c2)CC2CCC(C(=O)O)CC2)cc1 (stereo not given)
 : 1 | 13 | -11% | -7% | -5.3% | i | -4% | 1 | -4% | 4%
- O=C(Cc1cccs1)N1CCN=C1SCc1cccc(F)c1
 : · | · | · | · | · | i | -13% | · | -8% | 2%
- COc1ccc(C2C(C(=O)N3CCCCC3)CCC(=O)N2c2cc(OC)c(OC)c(OC)c2)cc1 (stereo not given)
 : -8 | 5 | -9% | -8% | -7.5% | i | 7% | 1.1 | -2% | 7%
- O=C(Nc1ccc2c(c1)OCO2)C1CCCN1C(=O)Nc1ccccc1F (stereo not given)
 : 5 | -1 | 2% | 7% | -2.8% | i | 7% | 1.1 | -1% | 4%
- Cc1ccc(C(=O)CSc2nnc(-c3ccccc3)n2-c2ccccc2)o1
 : 7 | 5 | 9% | 0% | -2.8% | i | -11% | 1.1 | 3% | -3%
- CCOc1ccc(N2C(=O)/C(=C/c3ccco3)N(C)C2=S)cc1
 : -14 | -3 | -4% | -7% | -0.6% | i | 7% | 1.1 | 15% | 8%
- O=C1c2ccccc2C(=O)c2c1ccc1c(=O)n(C3CCCCC3)[nH]c21
 : 33 | 19 | 48% | 6% | -11% | i | 6% | 1 | -3% | -1%
- Cc1cc(NC(=O)c2ccc(Cl)cc2)c(C)cc1O
 : 4 | 14 | 17% | 14% | -1.2% | i | -4% | 1 | -7% | 8%
- COc1ccc(C(=O)OCCNC(=O)c2c(Cl)nc3ccccn23)cc1
 : 8 | 14 | -2% | -3% | 1.1% | i | -1% | 1.1 | -12% | 4%
- COCCN(C(=O)c1ccco1)C(C(=O)NC1CCCC1)c1cccs1 (stereo not given)
 : -8 | -13 | 4% | -2% | -5.7% | i | -1% | 1.1 | -4% | 1%

Individual results from above.
`COc1ccc(C2C(C(=O)N3CCCCC3)CCC(=O)N2c2cc(OC)c(OC)c(OC)c2)cc1` (stereo not given) – P. falciparum M17LAP: 7%
`COCc1nnc(NS(=O)(=O)c2ccc(C)cc2)s1` – P. falciparum M1AAP: -2%

(list continues)
Results follow in this order: WT yeast gro inh | WT yeast gro inh mutant strain | PMI inhibition | PMI inhibitors | XIAP antagonists | Yfh1-depleted yeast | P. falciparum M17LAP | TNAP activation fold | LYP phosphatase | P. falciparum M1AAP
- CCOc1cc(C)c(S(=O)(=O)NC2CCCCC2)cc1C
 : 41 | 38 | 7% | 13% | 2.7% | i | 5% | 1 | -1% | 1%
- CC(/C=C/c1ccccc1)=N\NC(=O)c1ccc(Br)cc1
 : -1 | -8 | 8% | 7% | -6.7% | i | 2% | 1.1 | -6% | 6%
- C=CCN(CC=C)C(=S)NC(=O)Cc1cccc2ccccc12
 : 65* | 59* | 8% | 16% | -5.8% | i | 10% | 1 | 6% | 3%
- CCOC(=O)c1cnc2nc(COc3ccccc3)[nH]n2c1=O
 : · | · | 6% | 11% | 1.1% | i | -10% | 1.1 | 5% | 14%
- CCCOc1ccc(C(=O)NCCCn2ccnc2)cc1
 : -1 | 7 | 12% | 11% | 0.5% | i | -6% | 1.1 | -4% | 2%
- COc1ccc(N2CCN(C(CNC(=O)C(=O)NCc3ccncc3)c3ccco3)CC2)cc1 (stereo not given)
 : 2 | 8 | 9% | -4% | -1.0% | i | -7% | 1.1 | -3% | 4%
- COC(=O)C1=NN(c2cccc(C)c2)C2C(=O)N(c3ccccc3OC)C(=O)C12 (stereo not given)
 : -10 | 6 | 1% | 14% | -2.9% | i | -8% | 1.1 | -3% | 3%
- COc1ccc(Cl)cc1NC(=O)c1c(-c2ccccc2)noc1C
 : -3 | -4 | 1% | 4% | -3.6% | i | 2% | 1.1 | -6% | 4%
- O=C(Cc1ccccc1)Nc1nnc(SCC(=O)NC2CCCC2)s1
 : -3 | -14 | 3% | 2% | -5.7% | i | 14% | 1.1 | -6% | 10%
- C=CCn1c(=O)[nH]c2cc(C(=O)N3CC=C(c4ccccc4)CC3)ccc2c1=O
 : -15 | 6 | 13% | 9% | -2.5% | i | -6% | 1.2 | -2% | 1%
- Cc1c(NC2=NC3(CCCCC3)Cc3ccccc32)c(=O)n(-c2ccccc2)n1C
 : 7 | 12 | 15% | 22% | -10% | i | -2% | 1.1 | 0% | 5%
- Cc1nn(CC2CC2)c(=O)n1N(C)c1ncc(C(F)(F)F)cc1Cl
 : -15 | 1 | 1% | 2% | -1.6% | i | 11% | 1.1 | -3% | 4%
- C/C=C/C(=O)N1CC2(CC(c3cccc(NC(=O)COc4ccc(Cl)cc4)c3)=NO2)C[C@@H]1C(N)=O (stereo not given in full)
 : · | · | · | · | · | i | -3% | · | -8% | 2%
- CCC(=O)NC(Nc1c(C)n(C)n(-c2ccccc2)c1=O)C(Cl)(Cl)Cl (stereo not given)
 : 0 | -2 | -1% | -12% | -2.4% | i | 1% | 1.1 | -6% | -2%
- O=C(Nc1nnc(C(F)(F)F)s1)c1ccc(Br)s1
 : 63* | 60* | -7% | -16% | -1.0% | i | 0% | 1.1 | -1% | 4%
- Nc1nc(NCCN2CCOCC2)nc(NCc2ccccc2)c1[N+](=O)[O-]
 : · | · | · | · | · | i | 13% | · | -6% | 7%
- Cc1ccc(S(=O)(=O)N2C3C=CC(C3)C2C(=O)O)cc1 (stereo not given)
 : 7 | 9 | 1% | 0% | -5.1% | i | 8% | 1.2 | -8% | -3%
- Cc1cc2ccccc2c(=O)n1CC(=O)NCC(=O)N1CCCC(C)C1 (stereo not given)
 : -3 | -1 | 5% | 3% | -2.2% | i | 4% | 1.1 | -4% | 3%
- CC(C)n1nnnc1SCC(=O)N1CCN(C(=O)c2ccco2)CC1
 : 1 | 16 | 9% | 7% | -6.0% | i | 15% | 1.1 | -3% | -7%
- COc1ccc(NC(=O)CO/N=C2/CCCc3nonc32)c(OC)c1
 : 11 | -10 | -1% | -11% | -7.4% | i | 15% | 1.1 | -7% | 1%
- CN(Cc1cnn(C)c1)S(=O)(=O)c1cccc([N+](=O)[O-])c1
 : -5 | -25 | -8% | -8% | -4.7% | i | 5% | 1.1 | -8% | 11%
- NCCc1nnc(SCc2ccccc2F)o1
 : -7 | -11 | 11% | 14% | -17% | i | -5% | 1.1 | -9% | 3%
- Cc1cc(N)n(-c2ncnc3scc(-c4ccc(Cl)cc4)c23)n1
 : -6 | -8 | 1% | 3% | -0.9% | i | 18% | 1 | -5% | 6%
- Cc1cc(C(C)(C)C)oc1C(=O)N(CC(=O)NC1CCCC1)Cc1ccc(Cl)cc1
 : -15 | 1 | 7% | 8% | -3.0% | i | 4% | 1.1 | 10% | 8%
- CCNC(=S)Nc1cc(OCC)c(NC(=O)c2cccs2)cc1OCC
 : 4 | 1 | 36% | 21% | -11% | i | -3% | 0.9 | 0% | -1%
- N#CC(C(=S)Nc1ccccc1)c1nc2ccccc2[nH]1 (stereo not given)
 : · | · | · | · | · | i | 15% | · | 1% | 0%
- O=C(Nc1ccc(Cl)c(Cl)c1)OCc1cccnc1
 : 79* | 79* | 20% | 22% | -4.6% | i | -7% | 1.1 | 2% | -1%
